Assay outcomes from PubChem.
MC4R antagonist – blocks human MC4R cAMP signaling; P32245; actives 0.48% (n = 360,000); inhibition, % at 6.5 µM; MC4R-expressing cells, MTII-stimulated cAMP, LANCE TR-FRET;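 active = inhibition above its plate's cutoff, the mean of tested wells on that plate plus 3 SD, cut at about 29% in these data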;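 note: 0% = Melanotan II alone and 100% = Melanotan II plus saturating MCL0020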
Target sequence (P32245 whole entry, looked up): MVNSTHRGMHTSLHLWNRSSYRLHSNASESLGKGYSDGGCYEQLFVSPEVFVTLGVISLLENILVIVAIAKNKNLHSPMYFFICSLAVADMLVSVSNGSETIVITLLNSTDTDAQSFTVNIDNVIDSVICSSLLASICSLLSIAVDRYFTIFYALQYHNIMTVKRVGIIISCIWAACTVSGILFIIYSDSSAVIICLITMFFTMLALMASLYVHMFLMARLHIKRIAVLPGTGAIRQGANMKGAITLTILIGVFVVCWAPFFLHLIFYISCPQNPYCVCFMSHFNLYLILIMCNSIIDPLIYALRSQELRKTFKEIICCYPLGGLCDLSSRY
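material = U2OS cells stably expressing human melanocortin 4 receptor (MC4R) | also added = Melanotan II challenge | dosing = single nominal compound dose of 6.5 µM | detection = TR-FRET with Eu-cAMP and labeled anti-cAMP, 671 nm | replication = singlicate | timing = compound 30 min, challenge 1 h, detection 1 h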
N-glyco inh – blocks N-linked glycosylation in D54 reporter cells. D54 ERlucT glycosylation luciferase reporter, 24 h; percent of 100 nM tunicamycin response. reporter increase, % at 12.5 µM. actives 0.23% (n = 360,000). AID 588692;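 active = mean luciferase reporter signal, scaled so untreated is 0 and the glycosylation-blocking control 100, at or above a set limit in every replicate; inconclusive = mean reaches the limit but not every replicate does; inactive = mean below the limit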;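 note: luciferase carries N-glycosylation sites so blocking glycosylation raises the light; 0% = median of neutral control wells and 100% = median of 100 nM tunicamycin wells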
ABHD5-PLIN5 inh – blocks binding of human ABHD5 to perilipin-5; Q00G26+Q8WTS1; Split G. princeps luciferase complementation, luminescence, 4 h; inhibition, % at 4 µM; actives 0.78% (n = 360,000); AID 602281;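 active = inhibition above the mean inhibition across every tested compound plus 3 SD, cut at about 22% in these data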;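 note: 0% = DMSO only wells and the 100% control is not disclosed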
HTR2A ag – activates the mouse 5-HT2A serotonin receptor. CHO-K1 mHTR2A beta-arrestin complementation, luminescence; percent of 30 µM serotonin response. AID 624169. actives 0.66% (n = 360,000). activation, % at 7.6 µM;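 active = activation above a run cutoff, the mean activation of all tested compounds plus 3 SD, cut at about 14% in these data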;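 note: 0% = plate median of compound wells and 100% = 30 µM serotonin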
Target sequence (P35363 whole entry, looked up): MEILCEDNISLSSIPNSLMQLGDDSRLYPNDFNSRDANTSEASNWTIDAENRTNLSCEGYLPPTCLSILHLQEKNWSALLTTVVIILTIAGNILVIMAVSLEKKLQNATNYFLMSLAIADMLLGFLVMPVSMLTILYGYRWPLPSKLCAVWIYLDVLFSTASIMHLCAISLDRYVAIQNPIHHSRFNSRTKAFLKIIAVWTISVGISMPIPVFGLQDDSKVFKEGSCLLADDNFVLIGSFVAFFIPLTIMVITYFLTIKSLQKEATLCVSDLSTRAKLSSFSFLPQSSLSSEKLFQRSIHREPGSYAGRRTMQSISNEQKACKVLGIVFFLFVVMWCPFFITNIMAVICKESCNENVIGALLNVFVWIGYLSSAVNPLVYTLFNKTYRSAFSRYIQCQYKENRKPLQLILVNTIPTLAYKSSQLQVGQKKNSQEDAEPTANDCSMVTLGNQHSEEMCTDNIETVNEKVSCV
ABCB6 inh 2 – blocks the human ABCB6 transporter; Q9NP58; K562-ABCB6 porphyrin accumulation, flow cytometry, 1 h; stronger effect = lower value; fluorescence ratio to DMSO, % at 10 µM; actives 0.19% (n = 360,000); AID 602162;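 active = fluorescence ratio to DMSO below 75%, the collection mean minus 3 SD; inconclusive = too few cells collected in the well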;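 note: signal is porphyrin accumulated inside mitochondria; 100% equals median channel fluorescence of DMSO control wells; lower ratio means ABCB6 inhibition with less porphyrin fluorescence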
MC4R barr agon – agonists of human melanocortin 4 receptor (MC4R) beta-arrestin. P32245. U2OS MC4R beta-arrestin complementation, luminescence; percent of melanotan II response, DMSO zero. activation, % at 8.9 µM. actives 0.98% (n = 360,000);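 active = activation above a per-plate cutoff, the mean activation of sample wells on that plate plus 3 SD, cut at about 8% in these data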
PDI inh – PDI (human) enzyme inhibition. P07237. PDI insulin aggregation turbidity, A650, 90 min. inhibition, % at 10 µM. actives 0.052% (n = 350,000);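 active = mean inhibition across replicates of 30% or more, whatever share of single replicates reach that level; inconclusive = mean inhibition below 30% while every single replicate reaches 30%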;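 note: absorbance from insulin aggregation driven by PDI reduction with DTT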
Cardio protect – myocardial damage modulation in H9c2 cells; actives 0.63% (n = 360,000); AID 588492; H9c2 cardiomyocytes, H2O2 injury protection, ATPLite, 2 h; protection from H2O2 cell death, % at 20 µM;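 active = compounds giving at least 50% protection of heart cells from peroxide-induced death in the single-dose screen, raw or plate-pattern-corrected value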;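 note: 0% = DMSO wells with peroxide and 100% = DMSO wells without peroxide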
CaV13 ICDI inh – Disruptors of the CACNA1D IQ motif to Ca2+-dependent inactivation inhibitor domain association, primary screening, Förster resonance energy transfer in intact living …; HEK cells, CFP/YFP FRET ICDI-IQ, plate reader, 10 min; percent FRET-ratio fall versus neutral wells; inhibition, % at 12.3 µM; actives 0.098% (n = 340,000); AID 743397;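 active = mean replicate inhibition of at least 30% and at least 1% of replicates passing that level; inconclusive = only one of the two criteria is met; inactive = neither criterion is met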;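 note: 0% = median of the neutral control wells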
Exocytosis inh – blocks lytic granule exocytosis; TALL-104 LAMP-1 surface exposure, flow cytometry; cells stimulated with thapsigargin and PMA; inhibition, % at 10 µM; actives 0.66% (n = 360,000);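 active = inhibition above about 55%, limit read from the data; inconclusive = no clear call, values can overlap the other calls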
* = called active by the depositor; u = inconclusive; x = no result given.

canonical_smiles	MC4R antagonist	N-glyco inh	ABHD5-PLIN5 inh	HTR2A ag	ABCB6 inh 2	MC4R barr agon	PDI inh	Cardio protect	CaV13 ICDI inh	Exocytosis inh
O=C(NCC(=O)N1CCN(c2ccccc2O)CC1)c1ccc(Br)o1	-0.9	3.2	4.9	1.1	93.0	-0.5	-0.6	-3.7	-13.5	-1.7
CSc1ncccc1C(=O)Nc1ccccc1N1CCOCC1	4.6	-2.3	4.5	0.1	99.0	-2.4	8.1	1.7	-6.7	-2.4
Cc1scc(C(=O)O)c1-c1c(C(=O)O)csc1C	-3.3	1.8	2.9	5.5	101.0	-0.8	-16.1	0.6	-6.8	5.2
O=C(c1ccc2ccccc2c1)N1CCOCC1	3.8	2.0	-2.7	-3.5	95.0	0.6	0.7	-1.8	-6.3	-6.0
CCOC(=O)C1CSC(CC(=O)Nc2ccc(Cl)cc2)C(=O)N1 (stereo unspecified)	6.6	0.7	-0.3	6.0	99.0	1.4	-1.0	17.9	x	-3.3
COc1ccc(/C=C2/C(=O)N(c3ccccc3)N=C2C)cc1Br	10.2	6.1	-21.5	-1.6	98.0	0.8	-9.0	-10.0	-2.8	-17.3
N#CCC(=O)N/N=C/c1cn(Cc2ccc(Cl)cc2Cl)c2ccccc12	1.1	-4.3	3.6	-1.8	100.0	16.6*	-3.7	2.0	-5.1	-8.6
CC(C)C(NC(=O)OCc1ccccc1)C(=O)NCc1ccc(C(=O)O)cc1 (stereo unspecified)	-2.2	0.4	-7.3	3.3	102.0	-2.4	-15.5	2.7	-2.4	-0.4
COc1ccc(S(=O)(=O)N2CCCCCC2)cc1C(=O)NCc1cccs1	0.5	-4.7	-4.2	5.8	94.0	-1.8	2.6	-3.5	-5.6	-1.7
Cc1c(Cl)c(=O)oc2cc(OC(C)C)ccc12	-4.9	0.1	1.8	3.0	95.0	-0.1	14.8	-7.3	-5.0	11.0
CC(C)C(=O)NCCSc1c[nH]c2ccccc12	7.8	1.8	-1.1	-2.2	91.0	0.2	x	-1.1	-6.6	0.2
O=C(CSc1nc(-c2ccccc2)cs1)NC(=O)NCc1ccco1	6.3	-2.2	6.0	-2.4	102.0	1.9	3.8	17.2	x	-3.4
COc1ccccc1CN1CCc2c([nH]c3ccccc23)C1	-3.4	-1.9	-0.6	-6.1	99.0	0.5	-59.9	-6.8	-5.5	-0.3
COc1cccc(SCc2noc(C(=O)NCC3CC3)c2C(=O)NCC2CC2)c1	0.6	-2.1	2.0	-3.2	101.0	0.7	1.8	5.2	-4.5	-0.5
COc1cccc(CC(=O)Nc2ccc(S(=O)(=O)N3CCCCC3)cc2)c1	7.4	-5.5	6.8	-7.6	90.0	0.3	1.2	-1.6	-9.5	0.7
Cc1ccccc1N(CC(=O)NC(C)(C)C)C(=O)CS(=O)CC(=O)Nc1ccc2c(c1)OCO2 (stereo unspecified)	7.2	3.9	-2.3	2.8	100.0	-3.9	1.2	9.8	-4.6	2.2
O=S1(=O)c2cccc3cccc(c23)N1Cc1nnc(-c2ccccc2Br)o1	1.9	-0.6	7.8	-2.3	90.0	-4.0	-3.4	-36.4	-5.0	2.1
COc1cccc(NC(=O)NCCN2CCCCC2)c1	11.1	0.5	-11.0	11.2	102.0	0.2	5.2	9.0	-3.6	-11.6
CC(C)Cn1cnc2sc3c(c2c1=N)CCCC3	7.8	2.6	1.4	7.0	103.0	0.1	13.7	-13.5	-2.0	-0.4
CC(C)=CCOc1ccc2c(C)c(CCC(=O)N3C[C@H]4C[C@@H](C3)c3cccc(=O)n3C4)c(=O)oc2c1C	13.3	-0.4	6.6	-0.7	98.0	-0.2	x	-2.1	x	-0.8
N#Cc1cccnc1Nc1cccc(Cl)c1	0.8	-0.5	-2.0	0.2	108.0	-1.6	3.2	-2.2	-5.3	-1.7
COCCCN1C(=O)N(c2ccccc2)C(=O)C1CC(=O)Nc1ccc(F)cc1 (stereo unspecified)	17.3	-0.6	-4.3	10.3	103.0	0.2	-0.7	0.4	-16.7	-6.3
C=CC[C@]12C[C@@H](OC)C(=O)C=C1O[C@@H](c1ccc(OC)c(OC)c1)[C@H]2C	12.2	0.1	-5.1	5.2	99.0	-0.4	x	-2.8	x	2.9
CCOC(=O)N1CCC(NS(=O)(=O)c2cc(Br)cnc2N)CC1	2.8	0.0	-8.1	-4.1	121.0	-2.4	-5.2	10.6	x	-0.3
COc1ccc(O)c(C(=O)c2cc(C#N)c(=O)n(-c3c(C)n(C)n(-c4ccccc4)c3=O)c2)c1	18.4	-0.1	6.2	3.9	91.0	0.3	3.0	1.3	x	1.3
O=C(N/C=C/c1ccc(Cl)cc1)NCc1ccc(Cl)cc1	8.0	-0.9	6.2	1.4	100.0	0.1	-3.2	0.7	x	2.1
CC1(C(=O)NS(=O)(=O)c2cccc(F)c2)CCN1C(=O)c1ccccc1CCc1ccccc1 (stereo unspecified)	2.1	-1.3	-3.1	3.6	107.0	0.9	-0.7	2.8	-5.2	-0.6
Cc1cc(C)nc(SCCCNCc2ccccc2)n1	0.5	-2.0	5.8	2.8	100.0	0.8	-9.4	5.8	-1.4	1.9
CCOC(=O)C(CC)(CC)C(=O)/C=C/c1cccc(Br)c1	7.1	u	18.2	-2.6	101.0	-1.1	-7.2	-23.5	x	-2.7
COc1ccc2cc(C#N)c(N3CCN(C(=O)c4ccccc4C)CC3)nc2c1	5.4	1.0	-4.3	-2.3	126.0	-1.3	0.1	19.6	5.2	-2.3
CC(C)COC(=O)Nc1ccccc1C(=O)N1CCOCC1	-1.5	-0.8	3.8	5.4	99.0	2.9	-13.8	2.3	-4.6	-6.5
C/C(CC(=O)Nc1cc(C)ccn1)=N\NC(=O)c1ccc(C)cc1	2.7	-0.6	-14.7	0.1	99.0	0.5	2.1	0.9	0.5	-5.1
COc1cc2c(cc1OC)CN(C(=O)CSc1nnc3scc(-c4ccccc4)n13)CC2	2.9	-6.3	-0.9	3.8	98.0	-0.5	x	-1.1	-2.2	-0.5
CCOCCCNC(=O)C1CCN(S(=O)(=O)N2CCCCC2)CC1	-5.9	0.5	5.6	6.5	97.0	1.6	6.3	-1.9	-3.3	1.9
COc1cccc(Nc2nc(C(N)COCc3ccccc3)cs2)n1 (stereo unspecified)	4.9	2.2	11.1	2.2	99.0	3.0	-4.2	2.2	-5.2	-9.4
NCCSC1CC(=O)N(c2ccc(F)cc2)C1=O (stereo unspecified)	3.5	-1.2	2.8	14.3	101.0	-0.3	0.2	-2.5	-5.6	-9.0
CNC(=O)c1cc(Oc2ccc(NC(=O)c3[nH]c(-c4ccccc4)c4c3C(=O)N(C)C4=O)cc2)ccn1	x	-0.2	-4.8	4.9	96.0	x	x	11.1	-3.1	13.3
CC1C(=O)N2CCCc3cc(S(=O)(=O)N4CCC(C(N)=O)CC4)cc1c32 (stereo unspecified)	7.9	1.1	10.0	-0.1	78.0	0.6	-0.8	-2.6	-1.9	-0.4
CCC(=O)N1CCN(c2ccc(Cl)cc2NC(=S)NC(=O)c2ccco2)CC1	10.2	-2.1	-3.6	-0.1	103.0	-2.8	2.5	19.1	x	8.5
Fc1ccccc1C1CCN(Cc2nc(CC3CC3)no2)C1 (stereo unspecified)	2.4	-1.7	1.8	-7.7	94.0	-2.2	-2.2	4.1	-4.0	6.1
CCCCOc1ccc(NC(=O)c2cnc(C)cn2)cc1	-13.8	0.3	-5.0	-0.8	87.0	-1.1	-9.5	-1.4	-5.4	0.8
CC1(C)C2CCC1(C)C(Nc1ccccc1)C2 (stereo unspecified)	0.3	0.3	-4.1	3.6	98.0	-0.6	-2.8	-1.0	-2.2	1.6
Cc1ccc(S(=O)(=O)N(CCc2ccccc2)c2ccc3c(c2)C2CC3CCN2C(=O)OCc2ccccc2)cc1 (stereo unspecified)	0.7	-9.3	-6.9	-3.9	100.0	-0.9	-2.6	-15.1	-7.4	-1.8
CCc1ccc(/C=C/C(=O)C2C(=O)c3ccccc3C2=O)cc1	14.6	-5.0	-21.7	-2.4	104.0	1.3	-9.1	-12.8	-5.3	2.2
CC(C)CC(=O)Nc1ccc(C(=O)Cn2c(=O)oc3ccccc32)cc1	-6.7	0.1	-5.9	2.0	87.0	-0.1	-4.5	4.9	-4.6	-4.8
COc1ccc(CNC(=O)CN(Cc2ccccc2)C(=O)CCC(=O)Nc2nccs2)cc1	4.0	1.2	1.5	-3.2	102.0	-0.1	1.7	5.2	-2.3	18.1
O=C(CSCC(=O)OCC(=O)c1ccc(Br)cc1)Nc1cccc2ccccc12	3.5	0.8	-9.1	-4.4	96.0	-1.1	16.0	-4.5	-3.8	-1.4
O=C(O)c1cc(-c2ccc(Cl)cc2)n[nH]1	4.3	1.9	2.8	-2.8	106.0	-1.2	11.4	-5.7	-6.5	1.1
COC(=O)CNC(=O)COC(=O)c1ccc(OC)c([N+](=O)[O-])c1	-6.2	0.7	1.3	2.2	92.0	-0.4	23.8	4.0	-2.7	1.2
CCc1ccc(S(=O)(=O)NCc2csc(-c3ccccc3)n2)s1	2.9	0.6	-3.8	-3.0	117.0	4.5	10.2	-13.4	-5.0	-6.1

New compounds follow.
canonical_smiles	MC4R antagonist	N-glyco inh	ABHD5-PLIN5 inh	HTR2A ag	ABCB6 inh 2	MC4R barr agon	PDI inh	Cardio protect	CaV13 ICDI inh	Exocytosis inh
COC(=O)c1ccc(S(=O)(=O)N2C3CCC2CC(NC(=O)NC2CCCCC2)C3)cc1 (stereo unspecified)	-0.5	0.4	-1.1	-3.0	97.0	0.5	-18.7	-1.2	-5.3	3.1
COc1ccc(CCNC(=O)C(=O)NCc2ccccn2)cc1	13.8	0.6	2.5	3.9	98.0	-2.1	-1.2	-2.6	-13.8	-1.9
COc1cccc(-c2n[nH]c(=S)n2Cc2ccco2)c1	-2.4	0.2	4.4	1.5	98.0	-1.1	-1.5	2.7	0.7	0.1
O=C1C=C(N2CCOCC2)C2(CCCCC2)O1	9.8	-1.2	1.7	-0.1	99.0	-1.3	-9.6	-0.2	2.3	-1.9
S=c1ccc2ccccc2[nH]1	15.7	1.7	1.8	-1.9	102.0	-1.6	2.9	4.8	-4.5	1.8
CCOc1ccc(Br)cc1S(=O)(=O)NCc1ccc(S(N)(=O)=O)cc1	10.9	-1.4	4.1	-0.9	101.0	-2.6	11.2	-6.0	3.6	-2.4
Cc1ccc(Oc2ccccc2/C=C2\SC(=O)N(C)C2=O)cc1	-0.3	3.0	-3.8	-1.0	74.0*	-1.1	-8.7	-3.3	-5.0	-3.3
